# Screening data from PubChem BioAssay.
# aDG glyco act: alpha-DG glycosylation activation; Pro5-aDG cells, alpha-DG glycosylation AlphaScreen (IIH6); 0% Pro5, 100% B10-LARGE cell signal; activation, % at 10 µM; 360,000 tested, 0.22% active;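 active = activation of at least 8% versus controls, or a plate z-score of at least 8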;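 note: Pro5 are CHO cells carrying HIG-tagged alpha-DG that lacks glycosylation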
# ABCB6 inh 2: human ABCB6 transporter inhibition; 360,000 tested, 0.19% active; fluorescence ratio to DMSO, % at 10 µM; AID 602162; K562-ABCB6 porphyrin accumulation, flow cytometry, 1 h; active compounds read low;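 active = fluorescence ratio to DMSO below 75%, the collection mean minus 3 SD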;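 note: signal is porphyrin accumulated inside mitochondria; 100% equals median channel fluorescence of DMSO control wells; lower ratio means ABCB6 inhibition with less porphyrin fluorescence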
# Target sequence (Q9NP58 whole entry, looked up): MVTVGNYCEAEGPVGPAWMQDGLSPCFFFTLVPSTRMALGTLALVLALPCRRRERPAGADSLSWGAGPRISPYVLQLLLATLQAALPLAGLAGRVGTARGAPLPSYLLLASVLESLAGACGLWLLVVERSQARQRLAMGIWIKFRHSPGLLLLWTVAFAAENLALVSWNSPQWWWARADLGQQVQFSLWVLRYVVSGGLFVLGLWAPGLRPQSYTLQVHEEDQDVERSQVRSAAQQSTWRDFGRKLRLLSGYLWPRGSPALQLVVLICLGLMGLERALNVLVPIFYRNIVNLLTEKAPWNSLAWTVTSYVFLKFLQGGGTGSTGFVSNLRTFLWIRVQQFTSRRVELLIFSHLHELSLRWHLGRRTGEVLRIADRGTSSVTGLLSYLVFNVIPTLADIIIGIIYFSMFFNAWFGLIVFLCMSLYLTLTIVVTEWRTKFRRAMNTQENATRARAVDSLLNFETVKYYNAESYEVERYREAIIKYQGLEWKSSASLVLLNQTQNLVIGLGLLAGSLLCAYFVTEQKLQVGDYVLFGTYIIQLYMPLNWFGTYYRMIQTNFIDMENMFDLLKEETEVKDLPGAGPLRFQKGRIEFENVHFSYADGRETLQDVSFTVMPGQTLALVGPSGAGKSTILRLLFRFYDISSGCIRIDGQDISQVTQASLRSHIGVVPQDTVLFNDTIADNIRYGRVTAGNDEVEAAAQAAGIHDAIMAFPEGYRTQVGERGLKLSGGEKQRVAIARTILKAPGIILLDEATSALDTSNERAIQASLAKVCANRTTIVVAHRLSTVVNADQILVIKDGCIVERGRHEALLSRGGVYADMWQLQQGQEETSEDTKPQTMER
# Vif inh: HIV Vif inhibition | HEK293T cells, Vif self-association by quenched fluorescence, imaging, 24 h | inhibition, % at 7.49 µM | 340,000 tested, 0.35% active | AID 602346; in the data active = inhibition above about 50%, passing the limit was not always enough; note: some results filed as inactive read as strong as hits
# HTR2A ag: mouse HTR2A agonism via beta-arrestin recruitment; P35363; CHO-K1 mHTR2A beta-arrestin complementation, luminescence; percent of 30 µM serotonin response; activation, % at 7.6 µM; 360,000 tested, 0.66% active; AID 624169;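 active = activation above a run cutoff, the mean activation of all tested compounds plus 3 SD, cut at about 14% in these data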;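 note: 0% = plate median of compound wells and 100% = 30 µM serotonin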
# Granule exo inh: lytic granule exocytosis inhibition; TALL-104 LAMP-1 surface exposure, flow cytometry; cells stimulated with thapsigargin and PMA; inhibition, % at 10 µM; 360,000 tested, 0.66% active; AID 651702;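 active = inhibition above about 55%, limit read from the data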
# hiPSC survival: hiPSC single-cell survival enhancement; 360,000 tested, 0.044% active; ATPlite luminescence; 100% = ROCK inhibitor wells, 0% = DMSO; survival enhancement, % at 20 µM; in the data active = survival enhancement above about 18%;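 note: cells exposed to compounds for 16 hours before the ATP read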
# CaV13 ICDI inh: Primary screen for inhibitors of IQ motif and Ca2+-dependent inactivation inhibitor domain binding in CACNA1D, Förster resonance energy transfer in living cells, …; 340,000 tested, 0.098% active; HEK cells, CFP/YFP FRET ICDI-IQ, plate reader, 10 min; percent FRET-ratio fall versus neutral wells; AID 743397; inhibition, % at 12.3 µM;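 active = mean replicate inhibition of at least 30% and at least 1% of replicates passing that level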;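 note: 0% = median of the neutral control wells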
# PDI inh: PDI (human) enzyme inhibition. inhibition, % at 10 µM. AID 588391. P07237. PDI insulin aggregation turbidity, A650, 90 min. 350,000 tested, 0.052% active;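 active = mean inhibition across replicates of 30% or more, whatever share of single replicates reach that level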;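 note: absorbance from insulin aggregation driven by PDI reduction with DTT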
# N-glyco inh: N-linked glycosylation inhibition; AID 588692; reporter increase, % at 12.5 µM; D54 ERlucT glycosylation luciferase reporter, 24 h; percent of 100 nM tunicamycin response; 360,000 tested, 0.23% active;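 active = mean luciferase reporter signal, scaled so untreated is 0 and the glycosylation-blocking control 100, at or above a set limit in every replicate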;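 note: luciferase carries N-glycosylation sites so blocking glycosylation raises the light; 0% = median of neutral control wells and 100% = median of 100 nM tunicamycin wells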
# Cardio protect: myocardial damage modulation in H9c2 cells; H9c2 cardiomyocytes, H2O2 injury protection, ATPLite, 2 h; protection from H2O2 cell death, % at 20 µM; 360,000 tested, 0.63% active; AID 588492;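 active = compounds giving at least 50% protection of heart cells from peroxide-induced death in the single-dose screen, raw or plate-pattern-corrected value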;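 note: 0% = DMSO wells with peroxide and 100% = DMSO wells without peroxide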
# Numbers without * were called inactive; nt = not tested or not shown; & = joins results of further samples. Hits appear at their usual frequency; overall some 3.1% were active at least once.
SMILES,aDG glyco act,ABCB6 inh 2,Vif inh,HTR2A ag,Granule exo inh,hiPSC survival,CaV13 ICDI inh,PDI inh,N-glyco inh,Cardio protect
Cc1ccc(CNC(=O)CNC(=O)c2ccco2)cc1,0.0,93,7,7,2,-0.5,-2,9,1,-4
C/C(=N\NC(=O)CCc1c(C)n[nH]c1C)c1ccc([N+](=O)[O-])cc1,0.0,103,-32,0,-3,1.8,-4,6,-1,0
COc1ccc(S(=O)(=O)N2CCC(C(=O)Nc3c(F)cccc3F)CC2)cc1,-0.4,95,-3,-2,8,-0.8,-3,nt,-2,-8
CC(C)=CCC[C@](C)(OC1OC(COC2OCC(O)C(O)C2O)C(O)C(O)C1O)C1CC[C@]2(C)C1C(O)CC1[C@@]3(C)CCC(O[C@@H]4O[C@H](CO)C(O)C(O)C4O[C@@H]4OC(CO)C(O)C(O)C4O)C(C)(C)C3CC[C@]12C (some centres undefined),-0.1,102,nt,-3,0,-2.0,-10,18,2,1
O=C(NCC1CCCO1)C(=O)c1c[nH]c2ccccc12 (centres undefined),0.2,102,11,-1,6,-0.5,-5,-9,-1,3
CCOC(=O)c1sc2cc([N+](=O)[O-])cc(SCCO)c2c1N,-0.4,347,6,-3,-4,0.7,-3,-3,3,-5
CCOC(=O)[C@]12Cc3c(cc(OC)c(OC)c3OC)[C@H]1N(CCC(=O)OC)C(=O)c1cc(OC)ccc12,0.1,96,nt,-3,1,-0.4,-10,nt,nt,nt
Cc1ccc(NC(=O)CCC(=O)c2cccs2)cc1F,-0.2,98,4,6,-26,0.1,-3,2,3,-2
CCOc1ccc(NC(=O)CN(C)C(=O)Cc2ccsc2)cc1OCC,-0.4,94,-2,-8,0,0.2,-6,0,0,0
CCn1cc(/C=N\NC(=O)c2cc(-c3ccccc3OC)nc3ccccc23)c(C)n1,-0.2,93,-1,-4,-5,-1.4,-4,0,2,10
COC(=O)c1nnn(-c2nonc2N)c1CN1CCCC1,-0.1,101,23,-1,-4,-0.6,-5,5,0,4
CCC1Nc2ncnc(N3CCN(c4ccccc4)CC3)c2N(Cc2ccc(C)cc2)C1=O (centres undefined),-0.1,96,0,-28,-17,-0.1,-7,29,1,2
CCN(CC(=O)NC1CCS(=O)(=O)C1)C(=O)c1cc(OC)c(OC)c(OC)c1 (centres undefined),-0.2,92,-1,4,0,-0.5,-3,-1,1,-1
COc1cccc(-c2nn3c(-c4ccco4)nnc3s2)c1,-0.1,100,9,0,-3,2.7,-3,-2,1,73*
O=C(/C=C/Nc1cccc([N+](=O)[O-])c1)c1ccco1,-0.2,91,1,6,-2,-0.9,-5,2,-4,-2
CCOC(=O)CC(=O)CSc1ncnc2c1nnn2-c1ccccc1,-0.1,101,-7,0,-16,0.1,-4,-1,4,4
O=C(CNC(=O)C12CC3CC(CC(C3)C1)C2)NC1=NCCS1,0.0,96,nt,0,-2,1.9,-5,-3,3,5
O=C(CN1C(=O)CSC1=O)NCc1ccccc1,-0.2,105,3,0,-1,1.7,nt,4,0,-2
CCN(CC)C(=O)COc1ccc(C=O)cc1OC,-0.1,99,1,6,-2,-0.4,-5,-6,1,3
O=C(O)COc1ccc(/C=N/Nc2nc(Nc3ccccc3)nc(N3CCCCC3)n2)cc1,-0.1,101,-2,-2,0,-2.6,2,10,3,-17
COc1ccc(/C=C/C(=O)Nc2ccc(C34CC5CC(CC(O)(C5)C3)C4)cc2)cc1OC,-0.9,97,-13,1,6,-2.0,-3,2,-10,8
O=c1cc(N2CCc3ccccc3C2)[nH]c(=O)n1-c1ccc(Br)cc1,0.0,104,nt,0,-2,1.0,-7,-14,-3,9
O=C(NNC(=S)NC(=O)c1cccnc1)c1ccccc1,-0.1,95,10,3,-1,-1.1,-5,-3,4,4
Cc1csc(NC(=O)CSc2nnc(NC(=O)COc3ccc(Cl)cc3)s2)n1,-0.2,101,4,-1,-4,-2.3,-2,3,1,2
Cc1ccc(-c2cc(-c3ccc(C)cc3O)[nH]n2)cc1,0.1,100,-1,-6,-6,-0.1,-2,1,-9,-9

# Entries listed so far that contain a halogen:
SMILES,aDG glyco act,ABCB6 inh 2,Vif inh,HTR2A ag,Granule exo inh,hiPSC survival,CaV13 ICDI inh,PDI inh,N-glyco inh,Cardio protect
COc1ccc(S(=O)(=O)N2CCC(C(=O)Nc3c(F)cccc3F)CC2)cc1,-0.4,95,-3,-2,8,-0.8,-3,nt,-2,-8
Cc1ccc(NC(=O)CCC(=O)c2cccs2)cc1F,-0.2,98,4,6,-26,0.1,-3,2,3,-2
O=c1cc(N2CCc3ccccc3C2)[nH]c(=O)n1-c1ccc(Br)cc1,0.0,104,nt,0,-2,1.0,-7,-14,-3,9
Cc1csc(NC(=O)CSc2nnc(NC(=O)COc3ccc(Cl)cc3)s2)n1,-0.2,101,4,-1,-4,-2.3,-2,3,1,2

# Later entries:
SMILES,aDG glyco act,ABCB6 inh 2,Vif inh,HTR2A ag,Granule exo inh,hiPSC survival,CaV13 ICDI inh,PDI inh,N-glyco inh,Cardio protect
CCCN(C(=O)CSc1nnnn1-c1ccccc1OC)C1CCS(=O)(=O)C1 (centres undefined),0.1,98,nt,-3,-10,0.2,-3,-2,-1,4
CC(=O)c1ccc(OCC(=O)NC2CCCN(Cc3ccccc3F)C2)cc1 (centres undefined),0.0,99,0,-3,0,0.7,-3,-6,0,17
Cc1ccc(-c2csc(NC(=O)c3cccc(S(=O)(=O)N4CCN(C)CC4)c3)n2)cc1,1.8,99,-24,-3,24,-2.4,-4,-2,2,-2
O=C(NC1=NCCS1)c1nc(-c2ccccc2)n(-c2ccccc2)n1,0.0,92,7,-3,-9,-1.7,0,5,0,18
O=C(OCC(=O)N1CCC(Cc2ccccc2)CC1)c1cncc(Br)c1,-0.3,96,2,-6,-12,-0.4,-3,7,-3,-5
N#Cc1ccc(OCC(=O)OCC(=O)N2CCc3ccccc32)cc1,-0.3,93,-10,3,16,-2.5,35*,-1,-2,-7
CCCCOc1ccc(NC(=O)C(=O)NCCC2=CCCCC2)cc1,-0.1,102,nt,4,-1,-0.1,-4,4,1,6
CN(C)S(=O)(=O)n1cc(/C=C(\NC(=O)c2ccccc2)C(=O)N2CCOCC2)c2ccccc21,-0.2,103,2,-2,8,-0.6,-5,-8,0,2
Cc1cccn2c(=O)c(/C=C(\C#N)S(=O)(=O)c3ccccc3)c(N3CCC(C(N)=O)CC3)nc12,0.1,102,0,2,5,0.8,-9,1,0,14
Cc1ccc(NC(=O)c2cccc(OC(F)F)c2)c(OC(F)F)c1,0.2,101,0,-7,-3,2.2,-19,3,2,-6
CCOC(=O)c1nn(-c2ccccc2C)c2nc(Nc3ccccc3)cc(=O)n12,0.0,101,-1,4,2,-2.4,-7,-3,0,-7
CN(C)c1ccc(C(=S)N2CCN(S(=O)(=O)c3ccccc3)CC2)cc1,-0.2,99,-24,-5,-2,0.0,-2,-5,4,0
COc1ccc(CCNC2=CC(=O)N(c3ccc(F)cc3)C2=O)cc1,-0.1,91,-15,8,-3,-0.4,-20,7,1,4
CCCN(C(=O)COc1ccc(Cl)cc1Cl)c1c(N)n(Cc2ccccc2)c(=O)[nH]c1=O,0.2,97,4,1,83*,3.7,-7,3,3,22
COc1ccc(Cn2c(-c3ccc(C)cc3)nc3c(c(=O)c4ccccc4n3C)c2=O)cc1,0.2,96,8,1,1,8.9,-1,-5,-3,-7
N#Cc1c(/N=C/C=C/c2ccccc2)sc2c1CCCC2,0.0,93,8,16*,5,0.7,-7,2,-1,-4
COc1ccc(OC)c(-c2nc(C(=O)NCCCN3CCOCC3)cc3c2[nH]c2ccccc23)c1,-0.3,95,-4,-7,2,-3.8,nt,nt,-6,9
COc1cc(Cc2cnc(N)nc2N)cc(OC)c1OC,-0.4&0.0,103&95,-3&-3,-2&-1,-5&-3,-1.8&-1.3,-5&-4,-4&-1,2&3,19&-7
CCOC(=O)c1c(NC(=O)CSc2nnc(-c3cccc(C)c3)n2CC)sc(C(C)=O)c1C,0.9,94,-22,4,7,4.0,1,6,-1,4
CC1=C(C(=O)OC(C)C)C(c2cccnc2)C2=C(CCCC2=O)N1 (centres undefined),-0.1,95,1,5,-1,-0.3,-5,-6,-2,-3
Cc1ccc(C)c(OCC(=O)NNC(=O)c2ccc(=O)[nH]c2)c1,0.0,94,-20,0,-3,2.8,-4,0,1,8
O=C(CSc1nc2c(sc3ccccc32)c(=O)n1CCCN1CCCC1)NCc1ccccc1,4.9,108,-12,-7,67*,-0.7,-3,9,-8,4
O=C(O)CNc1ccc(S(=O)(=O)C(F)(F)F)cc1[N+](=O)[O-],0.0,98,-5,-6,-2,-0.9,-2,3,1,-7
O=C(CCSCCC(=O)Nc1ccccc1F)Nc1ccccc1F,-0.1,101,26,2,-1,1.7,-3,2,4,3
O=C(NCC1CCCN(C(=O)c2cccc(C(F)(F)F)c2)C1)c1ccc(F)cc1 (centres undefined),0.1,92,-4,2,4,0.8,-15,5,2,-2
SMILES,aDG glyco act,ABCB6 inh 2,Vif inh,HTR2A ag,Granule exo inh,hiPSC survival,CaV13 ICDI inh,PDI inh,N-glyco inh,Cardio protect
COc1ccc(CCNC(=O)c2ccc(OCc3c(C)noc3C)cc2)cc1OC,0.3,90,-6,-1,-2,-0.6,-3,-2,2,-2
CCc1nonc1NC(=O)c1oc2cc(Br)ccc2c1C,0.0,93,-8,1,0,1.1,-5,-17,0,-4
COc1cc(C(=S)N2CCCCC2)ccc1OCC(=O)Nc1ccccc1Cl,0.3,95,0,3,0,4.5,-3,-1,-2,-3
Cc1ccc(N2CC(C(=O)Nc3nnc(SCC(=O)N4CCOCC4)s3)CC2=O)cc1 (centres undefined),-0.2,98,-5,-2,-2,-0.3,nt,4,1,-1
O=C(NCCCCc1ccccc1)C1CC(c2ccc([N+](=O)[O-])cc2)=NO1 (centres undefined),-0.2,91,-3,3,-11,0.0,-7,2,-1,-15
O=C(NNC(=O)c1cccs1)c1ccccn1,0.4,104,-5,-7,-10,1.9,3,-4,1,27
COc1ccccc1N1CCN(S(=O)(=O)c2c(C)[nH]c(C)c2C(=O)N2CCCCC2)CC1,-0.2,95,4,-2,4,-0.5,-7,-5,0,-2
O=C(Oc1cccc2ccccc12)c1ccncc1,0.1,99,-1,-4,-1,0.8,-4,0,-1,-6
CC(=O)c1cccc(NC(=O)C2CCN(C(=O)c3ccc([N+](=O)[O-])cc3)CC2)c1,0.2,101,-6,-2,-1,4.8,-2,19,4,-1
O=C(Oc1cccc(Br)c1)c1cccnc1,0.1,95,0,0,-2,1.8,-3,-1,1,1
CCOC(=O)CSc1nnc(CSc2nc(N)c3c(C)c(C)sc3n2)n1-c1ccccc1,0.7,95,0,-2,21,0.0,-4,15,3,4
COC(=O)C1=CC(C(=O)c2cccs2)=NN(c2ccc(OC)cc2)C1C(=O)OC (centres undefined),0.0,105,3,1,14,-3.0,-20,0,-1,-9
C=CCn1c(NC(=O)c2ccco2)nc2ccccc21,-0.2,98,-2,-9,1,-0.2,-9,25,2,31
CC(=O)c1ccc(S(=O)(=O)N(C)CCCC(=O)N(C)Cc2ccccc2F)cc1,-0.1,101,-11,-17,4,-0.3,-3,-1,-2,12
Cc1ccc(SCC(=O)Nc2ccc(N3CCN(C)CC3)c(F)c2)c(C)c1,7.1,96,3,-9,1,0.1,-5,-3,-3,-1
CC1CCc2c(sc(NC(=O)COC(=O)C3CCCO3)c2C#N)C1 (centres undefined),-0.2,97,7,-7,13,-0.3,-5,-3,1,-9
CCCCC1S/C(=N/N=C/c2ccc(OC)cc2)N(Cc2ccc(OC)cc2)C1=O (centres undefined),-0.3,97,1,3,1,1.4,-4,-4,-7,-2
